High-throughput results: PubChem BioAssay, several laboratories
Bfl-1 inhibitors = displacement of Bid BH3 peptide from Bfl-1 – biochemical, fluorescence polarization, FITC-Bid, mouse, primary screen (AID 432) | one-dose displacement, % at 20 µM; IC50 in µM for titrated hits | FITC-Bid BH3 peptide fluorescence polarization displacement; higher % means a stronger effect | actives 0.02% (n = 64,000); in the data active = a potency from the dose series; inactive = the rest, 99 in 100 with displacement below about 15%; also: strong numbers were not always called active
LYP inhibition = inhibition of human PTPN22 tyrosine phosphatase – biochemical, DiFMUP fluorescence, recombinant catalytic domain, 10 µM, primary screen (AID 606); recombinant LYP catalytic domain, DiFMUP fluorescence; higher % means a stronger effect; one-dose inhibition, % at 10 µM; IC50 in µM for titrated hits; 52,000 tested, under 10 active;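 active = IC50 under 40 µM in the dose-response test; inactive = IC50 of 40 µM or more, or never dose-tested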
Spn MK inh = inhibitors of Streptococcus pneumoniae mevalonate kinase | inhibition, % at 10 µM | purified MK, PK/LDH-coupled NADH absorbance 340 nm | AID 555 | actives 0.48% (n = 65,000);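 active = ranked among the strongest by inhibition in the single 10 µM screen, a fixed top-ranked set picked for dose follow-up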; also: no value below 0 was filed
HPDE-C7 viability = cytotoxicity in HPDE-C7 cells, cell-based, fluorescence, HTS (AID 430). HPDE-C7 pancreatic duct cells viability, fluorescence; higher % means a stronger effect. cytotoxicity, % at 10 µM, or EC50 in µM where a hit was titrated. actives 1.8% (n = 63,000);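 also: cells exposed to compound for 48 hours before viability readout; 0% = vehicle and 100% = reference cytotoxic drug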
Spn PMK inh = inhibitors of Streptococcus pneumoniae phosphomevalonate kinase | purified PMK, PK/LDH-coupled NADH absorbance 340 nm | actives 0.49% (n = 65,000) | inhibition, % at 10 µM;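 active = top-ranked compounds by inhibition in the single 10 µM screen, taking a fixed number of the strongest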;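 also: 0% = full reaction with DMSO carrier and 100% = background rate without enzyme reaction; no value below 0 was filed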
HT1080 viability = HT1080 cell viability loss – fluorescence readout (AID 620); actives 0.42% (n = 87,000); one-dose cytotoxicity, % at 10 µM; EC50 in µM for titrated hits; HT1080 viability, fluorescence; higher % means a stronger effect;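 also: cells exposed to compound overnight then 4 h with Alamar Blue; 0% = vehicle DMSO and 100% = killing control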
Alkaline phosphatase = human TNAP enzyme inhibitors, biochemical, luminescent (AID 518); purified TNAP enzyme, luminescent substrate readout; higher % means a stronger effect; inhibition, % at 20 µM, or IC50 in µM where a hit was titrated; actives 0.09% (n = 64,000); in the data active = a potency from the dose series; inactive = the rest, 99 in 100 with inhibition below about 22%;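 also: plate controls were vehicle for no effect and reference inhibitor for full effect; many of its hits are not listed in these tables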
HPDE-C7K KRASV12 = viability loss of HPDE-C7K cells – cell-based, fluorescence, HTS, primary screen (AID 431); HPDE-C7K KRASV12 cells, Alamar Blue viability, 48 h; higher % means a stronger effect; cytotoxicity, % at 10 µM, or EC50 in µM where a hit was titrated; actives 1.7% (n = 63,000);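 active = compounds whose percent cytotoxicity in the single-dose primary screen, scaled between solvent and toxic-drug controls, exceeds 50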;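 also: 0% = DMSO solvent wells and 100% = doxorubicin-treated wells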
Spn DPM-DC inh = S. pneumoniae DPM-DC inhibition; purified DPM-DC, PK/LDH coupled NADH fluorescence; calls only at 10 µM; actives 0.49% (n = 65,000); AID 556;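 active = the 320 compounds with the highest percent inhibition in the single-dose primary screen, excluding strongly autofluorescent ones, cut at about 32% in these data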;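 also: kinetic rate of NADH fluorescence loss reporting ADP formed by the decarboxylase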
Spn PMK inh pilot replicates = second read-out of Spn PMK inh, no call of its own (marks repeat the call); inhibition, %; measured here: pilot screen replicates
Spn MK inh pilot replicates = recorded beside Spn MK inh, whose call it bears; inhibition, %; measured here: pilot screen replicates
Spn DPM-DC inh pilot screen % = second read-out of Spn DPM-DC inh, no call of its own (marks repeat the call); inhibition, %; measured here: pilot screen trials
Active calls of the source: *; i = inactive; . = not tested or not shown; + = active, no number. Rule as the data show it, unless noted: active = cytotoxicity above about 50%; inactive = the rest.

SMILES	Bfl-1 inhibitors	LYP inhibition	Spn MK inh	HPDE-C7 viability	Spn PMK inh	HT1080 viability	Alkaline phosphatase	HPDE-C7K KRASV12	Spn DPM-DC inh	others
COc1cccc(-n2nnc3c(=O)n(CC(=O)N4CCC(Cc5ccccc5)CC4)cnc32)c1	-5%	6%	0	25%	6	16%	18%	14%	i
O=C(c1cc2n(n1)C(C(F)(F)F)CC(c1ccco1)N2)N1CCN(c2ccccn2)CC1 (centres undefined)	-3%	11%	3	-26%	11	-14%	10%	-10%	i
CCOC(=O)C1=C(C)N=C2SC(C)C(=O)N2C1c1ccc(OC(C)=O)c(OCC)c1 (centres undefined)	-9%	-11%	1	-27%	16	-13%	10%	-5%	i
CCOc1ccc(Cl)cc1/C=N/O	0%	12%	7	1%	0	2%	4%	12%	i
COc1ccc(N(CC(=O)NCc2ccco2)S(C)(=O)=O)cc1	-10%	-2%	10	-18%	10	-1%	8%	-7%	i
COc1cccc(Nc2nc(N)nc(C(F)(F)F)n2)c1	-3%	.	2	-17%	5	5%	8%	-15%	i
O=C(O)Cc1ccc(-c2ccccc2)cc1	-4%	15%	6	14%	6	-10%	10%	-6%	i	Spn PMK inh pilot replicates=6.5;Spn MK inh pilot replicates=0.0;Spn DPM-DC inh pilot screen %=0.0
Cc1cccc(N2C(=O)CC(N3CCOCC3)C2=O)c1 (centres undefined)	17%	10%	8	-8%	0	0%	8%	-11%	i
N=c1n(CCO)c2ccccc2n1CCOc1ccccc1	6%	.	5	2%	3	3%	8%	2%	i
CC(C)C(=O)Nc1cc(C(F)(F)F)ccc1N1CCOCC1	0%	-3%	2	1%	3	-2%	3%	-1%	i
COc1ccc(-c2nc(C3CCCCC3)no2)cc1OC	1%	.	0	-8%	14	.	10%	-11%	i
Nc1nc2ccc(S(=O)(=O)c3ccc4nc(N)sc4c3)cc2s1	-8%	-5%	0	-17%	14	-7%	13%	8%	i
Cc1ccccc1CN1CCNC(=O)C1CC(=O)O (centres undefined)	6%	6%	5	-5%	0	7%	2%	2%	i
CN(Cc1ccccc1)C(=O)CCC(=O)N(C)Cc1ccccc1	-5%	-2%	6	-18%	0	14%	12%	-2%	i
CCc1nnc(NC(=O)CSc2nccn2-c2ccccc2)s1	1%	-2%	0	-15%	7	-8%	8%	-1%	i
COC(=O)c1sc(S(=O)(=O)NCc2cccs2)c(C(=O)OC)c1C	5%	11%	0	-22%	13	5%	10%	-10%	i	Spn PMK inh pilot replicates=7.0;Spn MK inh pilot replicates=0.0;Spn DPM-DC inh pilot screen %=1.5
Cc1cccc(-c2noc(CN(C(=O)C34CC5CC(CC(C5)C3)C4)C(C)C)n2)c1	-3%	-10%	4	-1%	6	-19%	9%	2%	i
Cn1cc(S(=O)(=O)CC(=O)Nc2ccc3c(c2)OCO3)c2ccccc21	.	-3%	6	.	0	15%	.	.	i
c1nc2sc3c(c2c2nnnn12)CCCC3	-6%	13%	6	-13%	12	8%	6%	-5%	i
c1cncc(-c2noc(-c3ccco3)n2)c1	-5%	5%	9	-13%	6	-4%	15%	-6%	i
CCN(CC)c1ccc(C(=O)Nc2cccc(F)c2)cc1	-4%	0%	1	34%	0	2%	11%	57%*	i
Cc1ccc(NC(=O)CSC2=C(C#N)C(c3ccc4c(c3)OCO4)CC(=O)N2)cc1C (centres undefined)	4%	.	3	15%	1	-2%	12%	14%	i	Spn PMK inh pilot replicates=0.0;Spn MK inh pilot replicates=0.0;Spn DPM-DC inh pilot screen %=0.0
COc1cccc(N2C(=O)C(CC(=O)Nc3ccccc3)N(C3CCCCC3)C2=O)c1 (centres undefined)	-12%	24%	17	0%	11	15%	-6%	4%	i
Cc1ccccc1Cn1nc(C)c(NC(=O)c2cc3nc(-c4ccco4)cc(C(F)(F)F)n3n2)c1C	1%	7%	11	-17%	12	-3%	11%	-9%	i
O=C(CCCn1c(=S)[nH]c2ccccc2c1=O)NC1CCCC1	-2%	.	14	-7%	15	-1%	6%	-7%	i
CCn1c(SCC(=O)Nc2ccc3c(c2)OCCO3)nc2c(c1=O)SC(C)C2 (centres undefined)	-10%	-1%	0	-17%	17	4%	0%	-24%	i
O=C1NC2(CCOc3ccccc32)C(=O)N1CC(=O)N(Cc1ccccc1)C1CCS(=O)(=O)C1 (centres undefined)	-6%	18%	6	0%	12	3%	3%	2%	i
COc1ccc(NC(=O)C2CCN(c3cc(-c4ccccc4)nc4ncnn34)CC2)cc1OC	-4%	-7%	7	-11%	9	-9%	10%	-6%	i
CCCOCCOC(=O)c1[nH]c2c(c1C)C(=O)CC(c1cc(OC)ccc1OC)C2 (centres undefined)	-11%	.	21	61%*	8	1%	5%	54%*	i
COc1cc(C)nc(N2CCCC(C(=O)NC3CCC(C)CC3)C2)n1 (centres undefined)	-5%	.	8	10%	11	-9%	8%	4%	i

Three entries already listed, sorted by SMILES length, low to high:
SMILES	Bfl-1 inhibitors	LYP inhibition	Spn MK inh	HPDE-C7 viability	Spn PMK inh	HT1080 viability	Alkaline phosphatase	HPDE-C7K KRASV12	Spn DPM-DC inh	others
COc1ccc(NC(=O)C2CCN(c3cc(-c4ccccc4)nc4ncnn34)CC2)cc1OC	-4%	-7%	7	-11%	9	-9%	10%	-6%	i
Cc1ccc(NC(=O)CSC2=C(C#N)C(c3ccc4c(c3)OCO4)CC(=O)N2)cc1C (centres undefined)	4%	.	3	15%	1	-2%	12%	14%	i	Spn PMK inh pilot replicates=0.0;Spn MK inh pilot replicates=0.0;Spn DPM-DC inh pilot screen %=0.0
Cc1ccccc1Cn1nc(C)c(NC(=O)c2cc3nc(-c4ccco4)cc(C(F)(F)F)n3n2)c1C	1%	7%	11	-17%	12	-3%	11%	-9%	i

Next part
SMILES	Bfl-1 inhibitors	LYP inhibition	Spn MK inh	HPDE-C7 viability	Spn PMK inh	HT1080 viability	Alkaline phosphatase	HPDE-C7K KRASV12	Spn DPM-DC inh	others
CCN(C(=O)COc1ncnc2ccc(Br)cc12)C1CCS(=O)(=O)C1 (centres undefined)	-6%	13%	0	3%	13	-7%	3%	-6%	i
N#Cc1nc(COc2ccc(F)cc2)oc1NCCN1CCOCC1	-1%	6%	18	-7%	15	-1%	6%	-3%	i
Cc1cc(C)nc(N2CCCC(C(=O)NC(C)CCc3ccco3)C2)n1 (centres undefined)	3%	-4%	8	5%	13	11%	9%	7%	i
c1cc(CSc2nnc(-c3ccc4c(c3)OCO4)o2)ccn1	0%	.	6	-7%	13	-6%	10%	-2%	i
COc1ccc(C(=O)N[C@H]2COC(C)(C)O[C@H]2c2ccccc2)cc1	-10%	3%	0	-19%	1	10%	-4%	-21%	i
O=C(CSc1nc(Nc2ccccc2)nc(N2CCOCC2)n1)N1CCCC1	2%	11%	8	-2%	4	-2%	10%	5%	i
CC(=O)OC1(C(F)(F)F)Oc2ccccc2NC1=O (centres undefined)	1%	4%	6	-13%	7	1%	7%	-4%	i
CC(C)(C)NC(=O)C(c1ccco1)N(C(=O)Cn1nnc(-c2ccc(F)cc2)n1)c1ccccc1F (centres undefined)	0%	12%	2	-20%	5	-3%	13%	-6%	i	Spn PMK inh pilot replicates=1.0;Spn MK inh pilot replicates=0.0;Spn DPM-DC inh pilot screen %=1.5
O=C1CC(C(=O)Nc2ccc(C(=O)N3CCOCC3)cc2)C2(CCCCC2)O1 (centres undefined)	-6%	10%	12	0%	5	1%	9%	8%	i
Cc1ccc(S(=O)(=O)N2CCCC(C(=O)NCc3ccccn3)C2)cc1 (centres undefined)	-2%	-4%	5	-18%	11	1%	11%	-38%	i
Cc1nc2nc[nH]n2c(=O)c1NC(=O)CCc1ccccc1	-9%	8%	0	-8%	13	9%	6%	2%	i
C=CCn1c(Cc2nc3ccccc3[nH]2)n[nH]c1=S	3%	0%	9	-8%	1	2%	-10%	-4%	i
CC(=O)[C@H]1[C@H](C#N)C[C@H]2[C@@H]3CC=C4C[C@@H](O)CC[C@]4(C)[C@H]3CC[C@@]21C	2%	20%	8	-4%	8	-4%	14%	-5%	i	Spn PMK inh pilot replicates=4.5;Spn MK inh pilot replicates=2.0;Spn DPM-DC inh pilot screen %=0.0
COc1cccc(-c2nc(CS(=O)(=O)CC(=O)Nc3c(C)cccc3C)c(C)o2)c1	-4%	10%	4	-2%	1	2%	2%	-4%	i
NS(=O)(=O)c1ccc(CCNC(=O)c2cncc(Br)c2)cc1	2%	.	0	-5%	12	-2%	11%	3%	i
Cc1cccc(N(Cc2nnc3n2CCCCC3)C(=O)Nc2ccccc2)c1	-2%	.	9	-22%	13	3%	7%	-14%	i
CN(c1ccc(C(=O)NCc2ccncc2)cc1)S(C)(=O)=O	-6%	7%	4	-12%	0	-13%	6%	-16%	i
Oc1ccc(-c2nc3ncccn3c2Nc2ccc3c(c2)OCCO3)cc1	-1%	15%	15	-4%	12	.	12%	2%	i
Cn1cccc1C(=O)NS(=O)(=O)c1ccccc1Cl	1%	10%	3	-15%	1	-2%	5%	2%	i
N#C/C(=C\C1CC=CCC1)c1nc2ccccc2[nH]1 (centres undefined)	-2%	11%	1	7%	1	11%	4%	4%	+
CCC(=O)N1CCN(CCN=CC2=C(O)CC(C)(C)CC2=O)CC1	-2%	2%	10	6%	2	2%	-1%	10%	i	Spn PMK inh pilot replicates=4.0;Spn MK inh pilot replicates=1.5;Spn DPM-DC inh pilot screen %=0.0

Retrieved by structure from the list above (five):
SMILES	Bfl-1 inhibitors	LYP inhibition	Spn MK inh	HPDE-C7 viability	Spn PMK inh	HT1080 viability	Alkaline phosphatase	HPDE-C7K KRASV12	Spn DPM-DC inh	others
CCC(=O)N1CCN(CCN=CC2=C(O)CC(C)(C)CC2=O)CC1	-2%	2%	10	6%	2	2%	-1%	10%	i	Spn PMK inh pilot replicates=4.0;Spn MK inh pilot replicates=1.5;Spn DPM-DC inh pilot screen %=0.0
Cc1cccc(N(Cc2nnc3n2CCCCC3)C(=O)Nc2ccccc2)c1	-2%	.	9	-22%	13	3%	7%	-14%	i
Oc1ccc(-c2nc3ncccn3c2Nc2ccc3c(c2)OCCO3)cc1	-1%	15%	15	-4%	12	.	12%	2%	i
NS(=O)(=O)c1ccc(CCNC(=O)c2cncc(Br)c2)cc1	2%	.	0	-5%	12	-2%	11%	3%	i
Cc1nc2nc[nH]n2c(=O)c1NC(=O)CCc1ccccc1	-9%	8%	0	-8%	13	9%	6%	2%	i
